KLF5 inh = suppresses KLF5 promoter-driven expression. 290,000 compounds, 0.23% hits. inhibition, % at 5 µM. DLD-1 KLF5 promoter-luciferase reporter, luminescence;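 active = inhibition above a per-plate limit of that plate's mean compound inhibition plus 3 SD, cut at about 60% in these data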;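 also: 0% = DMSO wells and 100% = LY294002 at 200 µM; higher means less KLF5 promoter-driven luciferase light; inactives centre near -14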
MrgX1 antagonist = antagonists of human MrgX1 receptor; MRGX1-HEK293 calcium flux, Fluo-4, BAM8-22 antagonism; active compounds read low; B-score at 10 µM; Q96LB2; 310,000 compounds, 1.3% hits;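 active = calcium-response B-score plate-corrected more than 3 library SD below zero, starting fluorescence within 5 deviations, no agonist response on first addition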;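 also: peak minus trough fluorescence over baseline after final BAM8-22 challenge near maximal dose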
Target sequence (Q96LB2 whole entry, looked up): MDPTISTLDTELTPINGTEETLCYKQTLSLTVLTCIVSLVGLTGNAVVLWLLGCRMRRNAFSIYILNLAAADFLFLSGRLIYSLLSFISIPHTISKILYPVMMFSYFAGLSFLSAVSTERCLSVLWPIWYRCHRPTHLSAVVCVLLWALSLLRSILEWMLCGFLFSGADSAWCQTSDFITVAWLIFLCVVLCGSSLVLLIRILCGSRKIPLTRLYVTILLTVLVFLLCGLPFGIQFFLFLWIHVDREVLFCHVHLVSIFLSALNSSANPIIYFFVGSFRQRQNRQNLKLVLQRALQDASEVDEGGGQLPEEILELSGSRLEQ
IEC-6 tox = counter-screen for KLF5 inhibitors: cytotoxicity in IEC-6 cells; AID 1825; 290,000 compounds, 0.78% hits; inhibition, % at 5 µM; IEC-6 cytotoxicity, luminescence viability; in the data active = inhibition above about 22%;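 also: 0% = plate median of test compound wells and 100% = cytotoxic reference compound wells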
Starred values were filed as active, the others as inactive; i = inactive; nt = no result given. A portion of the library, so the mix of outcomes need not match the whole.

1: COc1cc2ncnc(Nc3cccc(Cl)c3)c2cc1OC
2: C/C=C/C(=O)N(CC)c1ccccc1C
3: C=CC[n+]1ccc(/C=C2\C=Cc3cc(C)ccc3N2CC)c2ccccc21
4: CC1(C)O[C@H]2CC(=O)OC[C@@]23C1CC(=O)[C@]1(C)C3CC[C@@]2(C)[C@H](c3ccoc3)OC(=O)[C@H]3O[C@]321 (stereo partly drawn)
5: C[N+]1(C)CCC(=C(c2ccccc2)c2ccccc2)CC1
6: N[C@@H](Cc1c[nH]c2ccc(O)cc12)C(=O)O
7: CCCCNc1ccc(C(=O)OCCOCCOCCOCCOCCOCCOCCOCCOCCOC)cc1
8: COc1cc([C@@H]2Oc3cc(C4Oc5cc(O)cc(O)c5C(=O)[C@H]4O)ccc3O[C@H]2CO)ccc1O (stereo partly drawn)
9: NOCC(=O)O
Assay by compound | 1 | 2 | 3 | 4 | 5 | 6 | 7 | 8 | 9
KLF5 inh | -32 | -12 | 4 | nt | nt | nt | nt | nt | nt
MrgX1 antagonist | nt | nt | nt | i | i | i | i | i | i
IEC-6 tox | 21 | 3 | 39* | nt | nt | nt | nt | nt | nt

Ordered by value in KLF5 inh (lowest first): some entries from above
#	smiles	KLF5 inh	MrgX1 antagonist
1	COc1cc2ncnc(Nc3cccc(Cl)c3)c2cc1OC	-32	nt
2	C/C=C/C(=O)N(CC)c1ccccc1C	-12	nt
3	C=CC[n+]1ccc(/C=C2\C=Cc3cc(C)ccc3N2CC)c2ccccc21	4	nt

2 compounds from above, reduced to KLF5 inh and MrgX1 antagonist:
entry | SMILES | KLF5 inh | MrgX1 antagonist
3 | C=CC[n+]1ccc(/C=C2\C=Cc3cc(C)ccc3N2CC)c2ccccc21 | 4 | nt
8 | COc1cc([C@@H]2Oc3cc(C4Oc5cc(O)cc(O)c5C(=O)[C@H]4O)ccc3O[C@H]2CO)ccc1O (stereo partly drawn) | nt | i

Source: PubChem BioAssay
